HP1b chromo inh – HTS for Inhibitors of HP1-beta Chromodomain Interactions with Methylated Histone Tails | 390,000 compounds, 0.56% hits | AlphaScreen HP1-beta / biotin-H3K9me3 peptide binding | Potency, µM (doses to about 114 µM), for the others: at the highest dose activity change, negative = inhibition, actives largely listed as inhibitors | AID 540317, 2011; note: nearly all actives have a fitted effect of over 70% in size; inactives centre near 23
Target sequence (P83916 whole entry, looked up): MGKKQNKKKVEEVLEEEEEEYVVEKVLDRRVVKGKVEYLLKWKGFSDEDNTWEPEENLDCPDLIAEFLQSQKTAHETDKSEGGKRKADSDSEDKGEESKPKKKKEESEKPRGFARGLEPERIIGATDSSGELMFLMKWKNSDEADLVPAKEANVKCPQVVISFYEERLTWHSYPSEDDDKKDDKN
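HP1-beta protein (50 nM final) preincubated 30 min at room temperature with biotinylated H3(1-18)K9me3 peptide (50 nM) in PBS pH 7.4, 0.01% Tween-20, then compound added for 30 min. AlphaScreen streptavidin donor/nickel chelate acceptor beads (10 ug/mL final), 30 min dark, luminescence read.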
JMJD2A Tudor inh – qHTS Assay for Inhibitors of JMJD2A-Tudor Domain | 390,000 compounds, 4.4% hits | AID 504339, 2011 | AlphaScreen JMJD2A-Tudor / H3K4me3 peptide binding | Lysine-specific demethylase 4A (Homo sapiens), O75164 | Potency, µM (series often up to 114 µM), inactives show at the top dose activity change, negative = inhibition, most hits filed as inhibitors; note: % is set by controls: 0 for no effect and ±100 for the full control effect; nearly all actives have a fitted effect of over 50% in size
BAZ2B inh – qHTS Assay for Inhibitors of BAZ2B; Bromodomain adjacent to zinc finger domain protein 2B (Homo sapiens), Q9UIF8; AlphaScreen BAZ2B-H3K14Ac peptide displacement; Potency, µM (top dose mostly 114 µM), inactives show at the top dose activity change, negative = inhibition, actives largely listed as inhibitors; 360,000 compounds, 4.4% hits; note: % is set by controls: 0 for no effect and ±100 for the full control effect; nearly all actives have a fitted effect of over 60% in size
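Inhibition is scored as reduced AlphaScreen emission. The BAZ2B/b-H3(5-23)K14Ac complex (50 nM each) in PBS pH 7.4, 0.01% Tween-20 meets compound (up to 110 uM) for 30 min at RT before bead addition.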
G9a inh – qHTS Assay for Inhibitors of Histone Lysine Methyltransferase G9a. Histone-lysine N-methyltransferase EHMT2 (Homo sapiens), Q96KQ7. G9a H3K9 monomethylation, AlphaScreen, 2 h. Potency, µM (titrated, usually from 102 µM), for inactives: top-dose activity, negative = inhibition, usual class: inhibitors. 350,000 compounds, 8.8% hits; note: % is set by controls: 0 for no effect and ±100 for the full control effect; nearly all actives have a fitted effect of over 75% in size
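AlphaScreen detection with an anti-monomethyl H3K9 antibody quantified product after a 2 h room-temperature reaction containing 500 nM biotinylated H3K9 peptide, 20 µM SAM and 20 nM enzyme, which had been preincubated 15 min with compound.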
PGK inhibitor – qHTS Assay to Find Inhibitors of Phosphoglycerate Kinase | Phosphoglycerate kinase, glycosomal (Trypanosoma brucei brucei), P07378 | PGK/GAPDH coupled, Kinase-Glo luminescence, 60 min | Potency, µM (doses to about 57.5 µM), for the others: top-dose activity change, negative = inhibition, usual class: inhibitors | 380,000 compounds, 0.043% hits | AID 602233, 2012; note: % is set by controls: 0 for no effect and ±100 for the full control effect; nearly all actives have a fitted effect of over 60% in size
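Recombinant glycosomal PGK reaction used 1,3-bisphosphoglycerate generated in-well by GAPDH (100nM final) in 100mM TEA pH 7.6, 5mM MgCl2, 0.01% Tween-20. After 60 minutes at room temperature, ATP was read by Kinase-Glo Plus luminescence end-point.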
GLS inhibitor – qHTS for Inhibitors of Glutaminase (GLS); 410,000 compounds, 0.21% hits; Potency, µM (top dose mostly 45.5 µM), for the others: at the highest dose activity change, negative = inhibition, actives largely listed as inhibitors; Glutaminase kidney isoform, mitochondrial (Homo sapiens), O94925; GLS enzymatic activity, qHTS titration; note: % is set by controls: 0 for no effect and ±100 for the full control effect
Target sequence (O94925 whole entry, looked up, canonical isoform): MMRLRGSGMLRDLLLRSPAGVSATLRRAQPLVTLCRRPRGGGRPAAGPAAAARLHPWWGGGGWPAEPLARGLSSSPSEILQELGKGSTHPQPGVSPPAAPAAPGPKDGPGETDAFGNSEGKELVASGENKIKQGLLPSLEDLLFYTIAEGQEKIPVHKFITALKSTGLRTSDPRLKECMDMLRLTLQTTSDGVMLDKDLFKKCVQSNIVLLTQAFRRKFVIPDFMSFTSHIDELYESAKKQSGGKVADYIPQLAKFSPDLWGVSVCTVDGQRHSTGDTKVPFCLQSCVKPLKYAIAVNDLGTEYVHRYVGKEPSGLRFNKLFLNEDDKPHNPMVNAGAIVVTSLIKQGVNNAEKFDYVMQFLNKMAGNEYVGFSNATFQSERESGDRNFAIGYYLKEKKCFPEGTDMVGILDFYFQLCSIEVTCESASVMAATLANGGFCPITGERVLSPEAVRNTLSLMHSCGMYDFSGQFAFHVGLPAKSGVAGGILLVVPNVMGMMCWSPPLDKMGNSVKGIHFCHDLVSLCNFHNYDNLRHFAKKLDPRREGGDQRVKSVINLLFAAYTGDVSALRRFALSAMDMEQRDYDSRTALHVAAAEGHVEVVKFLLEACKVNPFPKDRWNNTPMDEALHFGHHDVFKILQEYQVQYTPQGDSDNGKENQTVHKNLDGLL
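Compounds were pin-transferred onto hKGA, after which L-glutamine (1 mM solution) and a detection mix of glutamate oxidase, HRP and Amplex Red were added. Initial and 30 min RT fluorescence reads were collected.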
Pin1 inh – qHTS Assay to Find Inhibitors of Pin1; Pin1 FP peptide displacement, HiFluor488, 10 min; AID 504891, 2011; 390,000 compounds, 0.009% hits; Potency, µM (highest dose often 115 µM), for the others: top-dose activity, negative = inhibition, hits mostly inhibitors; Peptidyl-prolyl cis-trans isomerase NIMA-interacting 1 (Homo sapiens), Q13526; active = well fitted inhibition curve with a large enough effect in the polarisation, with a control signal flat, not every such curve was filed as active; inconclusive = small, poorly fitted or top-dose-only effect, or effect the other way, or a change in a side signal; inactive = no such curve, though single readings can be large or run the other way; the % refers to the polarisation; note: % is set by controls: 0 for no effect and ±100 for the full control effect
Target sequence (Q13526 whole entry, looked up): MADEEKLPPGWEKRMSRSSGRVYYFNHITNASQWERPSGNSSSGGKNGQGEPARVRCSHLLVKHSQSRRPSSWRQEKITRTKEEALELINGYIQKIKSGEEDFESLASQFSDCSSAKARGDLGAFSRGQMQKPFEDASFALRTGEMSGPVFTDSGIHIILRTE
Pol iota inh – qHTS for Inhibitors of Polymerase Iota | DNA polymerase iota (Homo sapiens), Q9UNA4 | Pol iota fluorescent replication assay, 10 min | Potency, µM (doses to about 115 µM), inactives show top-dose activity, negative = inhibition, usual class: inhibitors | 390,000 compounds, 1% hits
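Fluorescent replication assay read twice, at 0 min and 10 min after adding 50 nM (final) substrate. Enzyme (10 nM) and compounds were first incubated 15 min at room temperature; enzyme-free buffer wells were negative controls.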
BLM helicase inh – qHTS Assay for Inhibitors of Bloom's syndrome helicase (BLM) | RecQ-like DNA helicase BLM (Homo sapiens), P54132 | recombinant BLM DNA unwinding, fluorescence dequenching | Potency, µM (titrated, usually from 56.1 µM), for inactives: top-dose activity change, negative = inhibition, hits mostly inhibitors | 350,000 compounds, 0.2% hits;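 note: plate controls were vehicle for no effect and no enzyme for full effect; nearly all actives have a fitted effect of over 35% in size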
* hit, by the source's call; i = inactive; ? = inconclusive; / = no result given; & = joins results of further samples; [ ] = dose if it differs, or a comment. Unless noted, calls come from the whole dose curve; as a rule, active = well fitted curve in the direction sought with a large enough effect; inconclusive = small, poorly fitted or top-dose-only effect, or another doubt; inactive = no such curve, though single readings can be large; an effect the other way counts as inactive or inconclusive. Potency is the fitted concentration of half-maximal effect. These rows are one share of the data. The share of hits here may be higher or lower than overall.

molecule | HP1b chromo inh | JMJD2A Tudor inh | BAZ2B inh | G9a inh | PGK inhibitor | GLS inhibitor | Pin1 inh | Pol iota inh | BLM helicase inh
CCc1ccc(-n2nc(C)c3c2NC(=O)CSC3c2ccc(C(=O)OC)cc2)cc1 (stereo not drawn) | 45.6%[activator] | 7.3% | 4.9% | -32.7%[59 µM] | / | 1.5% | -1.1% | 18.2% | -5.2%
CCCCCn1c(=O)c(C(=O)NCc2ccc(Cl)cc2)c(O)c2ccccc21 | 144.0%[activator] | 87.9%[activator] | 36.6%[activator] | -13.0%[0.501 µM] | 5.5% | -3.4% | 0.7% | 7.8% | -4.2%
CC(=O)N1N=C(c2cccnc2)CC1c1ccccc1O (stereo not drawn) | 9.5% | -11.2% | -2.5% | 4.0% | -0.3% | -2.4% | -3.8% | 50.5%[activator] | -3.7%
O=c1ccc2cc3ccoc3c(O)c2o1 | 21.2% | -12.2% | / | / | 7.2% | 16.1% | -0.3% | -8.7% | /
CN(C)C(=O)Oc1ccc(Br)c2ccccc12 | 50.7%[activator] | 14.8% | 13.9% | 17.0% | -4.2% | -3.5% | -0.8% | -15.4% | -4.9%
COc1ccc2cc1Oc1ccc(cc1)C[C@H]1c3cc(c(OC)cc3CCN1C)Oc1c(OC)c(OC)cc3c1[C@H](C2)N(C)CC3 | -21.9% | 50.1µM* | -31.8% | -36.8%[59 µM] | 1.1% | 16.9% | -0.8% | -57.7%&78.6% | 92.1%&80.7%[activator]
COc1cc(/C=C/[N+](=O)[O-])ccc1O | ? | ? | 44.7µM* | 6.31µM* | 1.0% | 20.5% | -26.0% | 31.6µM* | -3.8%
COc1nc(NCC2CCCO2)nc(N2CC3CC(C2)c2cccc(=O)n2C3)n1 (stereo not drawn) | 37.4% | 3.1% | -0.8% | -9.6%[12.7 µM] | i | -7.4% | 3.8% | 9.2% | -0.7%
CC(C)C[C@H](NC(=O)C1CC(=O)N(c2ccc3c(c2)OCO3)C1)C(=O)NCc1ccco1 (stereo partly drawn) | 41.6%[activator] | 27.6% | -28.2% | ? | -11.4% | 8.4% | -3.5% | -9.0% | -8.6%
CCOC(=O)c1ccc(NC(=O)N2C[C@@H]3C[C@@H](C2)c2cccc(=O)n2C3)cc1 | 32.5% | -8.8% | 6.0% | / | 1.5% | 0.8% | -2.8% | 39.3%[activator] | -2.4%
CN1CCc2nc(SC(C(=O)O)c3ccccc3)c(C#N)c(-c3cccs3)c2C1 (stereo not drawn) | 19.1% | ? | -25.9% | 31.6µM* | 2.8% | -24.5% | ? | ? | -4.1%
Cc1ccc(OCC(=O)NS(=O)(=O)c2ccccc2)cc1 | 32.8% | 9.0% | -25.6% | ? | 13.4% | -13.3% | -5.1% | 27.4% | -0.5%
Cc1ccc(C)c(Cn2c(C(=O)O)c(C=O)c3ccccc32)c1 | 14.8% | -11.0% | 9.5% | ? | i | 32.8%[activator] | ? | 7.4% | -5.5%
O=C1NC(=O)C(CCc2ccncc2)(CCc2ccncc2)C(=O)N1CCc1ccc(F)cc1 | 18.7% | -27.0% | 4.9% | -23.9% | i | -3.2% | -1.7% | 77.7%[activator] | -5.5%
CC(=O)Nc1ccc(C=C2C(=O)NC(=O)NC2=O)cc1 | 40.1%[activator] | -9.0% | / | / | -3.7% | 0.7% | -3.5% | -13.9% | /
CC(=O)OC1CC2(O)C3CCC4CC(O)CCC4(C)C3CCC2(C)C1C1=CC(=O)OC1 (stereo not drawn) | 38.9%[activator] | 3.5% | / | / | -2.3% | 0.8% | 1.1% | 30.6%[activator] | /
N#CC1=C(N)Oc2c(c(=O)oc3ccccc23)C1c1cccnc1 (stereo not drawn) | 25.6% | -6.4% | 46.4%[activator] | ? | i | 20.4% | -5.5% | ? | 1.9%
O=C(N/N=C1/CN2CCC1CC2)c1cc2ccccc2cc1O | 10.1% | -28.0% | 13.6% | -2.4%[59 µM] | 2.2% | ? | ? | ? | -6.7%
COC(=O)C1=C(c2ccc(-c3ccccc3)c(F)c2)C[C@@H]2CC[C@H]1N2C(=O)NCCNC(C)=O | 23.8% | -27.9% | 3.8% | 6.7%[2.33 µM] | -2.7% | 0.4% | -1.3% | 43.3%[activator] | /
CC1=C2[C@H]3OC(=O)[C@@H](C)[C@@H]3CC[C@@]2(C)C=CC1=O | 25.9% | 0.0% | 10.6% | 12.9%[12.7 µM] | 0.8% | 4.1% | -2.3% | -2.0% | -5.1%
Cc1[nH]c2ccccc2c1CCN | -17.2% | -11.8%[57.1 µM] | / | / | 5.2% | 17.7% | 9.7% | 15.2% | /
O=C(OCC(=O)c1ccc([N+](=O)[O-])cc1)/C(=C/c1ccc(Cl)cc1)NC(=O)c1ccccc1 | 44.1% | -12.9% | -10.9% | 7.94µM* | -7.0% | -2.0% | 1.1% | -9.6% | 3.1%
Cc1cc2c(cc1C)-n1c(-c3ccccc3)c3c(=O)n(C)c(=O)n(C)c3c1C(c1ccco1)N2 (stereo not drawn) | 12.1% | -29.5% | ? | -33.5%[59 µM] | -3.0% | 0.7% | 7.4% | -15.8% | -10.1%
CC1[C@H]2Cc3ccc(O)cc3[C@]1(C)CCN2C (stereo partly drawn) | 35.5% | -22.8% | / | / | -0.5% | 34.8%[activator] | -3.7% | -5.0% | /
COc1cccc([C@@]2(O)CCCC[C@@H]2CN(C)C)c1 | 18.1% | -15.5% | -1.2%&0.1% | 26.6%[59 µM] | 7.0% | -4.5%&-4.6% | -3.5% | 24.4% | 3.3%&-6.5%&-1.9%
CN1C(=O)C(C2CCCCC2)C(=O)N(C)C1=O | 31.1% | -4.9% | / | / | -4.3% | -3.8% | -7.4% | 21.7% | /
C1CNC2NCCNC2N1 (stereo not drawn) | 30.3% | -11.0% | 2.5% | ? | -3.4% | -14.1% | 0.2% | 6.7% | -3.1%
COc1ccc(OC)c(-n2c(O)c(/C=C3\C(C)=Nc4ccccc43)c(=O)[nH]c2=O)c1 | 5.8% | -19.7% | -36.5% | 50.1µM* | 3.1% | 3.2% | 56.9%[activator] | 41.2%[activator] | -2.6%
Cc1cccc(N2C(=O)NC(=O)/C(=C\c3cnn(-c4ccccc4)c3)C2=O)c1 | 25.0% | ? | -4.3%[57.1 µM] | ? | -3.0% | ? | 35.1%[activator] | -34.7% | -18.2%
O=C(N/N=C/c1ccncc1)c1cnccn1 | 38.0%[activator] | ? | ? | 2.5% | 1.8% | 0.4% | -6.0% | 36.9%[activator] | -1.9%
CC(=NCc1cccnc1)c1c(O)n(C2CCCCC2)c(=O)[nH]c1=O | 10.7% | -23.8% | ? | 0.4%[12.7 µM] | -2.4% | 1.5% | -1.5% | -4.5% | -6.3%
C#CC1(O)CCC2C3CCC4=C/C(=N/OCC(=O)NCC(=O)NC(C(=O)O)C(C)C)CC[C@]4(C)C3CC[C@@]21C (stereo partly drawn) | 18.4% | -6.8% | 8.1% | 1.1% | -7.3% | 2.8% | -1.8% | -8.3% | -1.9%
CCCCCCn1c(=O)c(C(=O)Nc2c(C)n(C)n(-c3ccccc3)c2=O)c(O)c2ccccc21 | 25.1% | 7.4% | -10.8% | 6.7%[12.7 µM] | 3.0% | 8.1% | 0.5% | 40.2%[activator] | -5.0%
CCOP(=O)(Cc1cc(C(C)=O)c(C)o1)OCC | 17.6% | -23.2% | -14.8% | 8.91µM* | -2.7% | -7.1% | ? | 20.3% | -4.5%
CCn1c(=O)cc(OCC(=O)N2CCC3(CC2)OCCO3)c2ccccc21 | 11.6% | -3.0% | -26.0% | -5.7%[59 µM] | -9.1% | -23.8% | -2.9% | 9.6% | 2.1%
Cc1cccc(OCCn2c(=O)oc3ccc(C)cc32)c1 | 171.6%[activator] | 130.3%[activator] | 14.5% | 194.9%[activator] | -1.6% | 7.3% | ? | -18.0% | -13.0%
C=CCn1c(O)c(C(CC)=Nc2ccc(N(CC)CC)cc2)c(=O)[nH]c1=O | 2.1% | ? | -5.2% | ? | -6.7% | 15.6% | -3.3% | 6.8% | -6.6%
Cc1nn(-c2ccccc2)c(Cl)c1/C=C(\CC(=O)O)c1nc2ccccc2s1 | 27.3% | 2.1% | -29.6% | -24.4%[59 µM] | i | ? | 12.7% | -13.8% | -2.8%
C#CCN[C@H](C)Cc1ccccc1 | 23.1% | 5.0% | -0.5% | 20.5%[12.7 µM] | -6.9% | -12.9% | -1.8% | 5.6% | /
O=C(CCC(=O)N1C[C@H]2C[C@@H](C1)c1cccc(=O)n1C2)NCc1ccccc1C(F)(F)F | 37.7%[activator] | -5.5% | 9.7% | 12.2%[0.501 µM] | 8.9% | 4.8% | 6.0% | -4.4% | /
O=C(CNS(=O)(=O)c1cccs1)N1CCC2(CC1)OCCO2 | 33.9%[activator] | 3.3% | -0.1% | 8.0%[12.7 µM] | i | -10.7% | -3.3% | -3.4% | 0.9%
O=C(C[N+]12CCC(CC1)C(O)C2)c1ccc(Br)cc1 (stereo not drawn) | 21.9% | 3.3% | 7.8% | -0.7% | 1.0% | 10.2% | 2.4% | 5.2% | 1.1%

Bioassay records (PubChem)
